Growth percent in the NCI-60 one-dose screen (48 h, 10 µM unless noted): 100 = growth as untreated, 0 = no growth, -100 = all killed.
SN12C: SN12C renal cancer cells | 81,000 compounds, 3.8% hits | AID 1794767
PC-3: PC-3 prostate cancer cells. 80,000 compounds, 3.9% hits
DU-145: DU-145 prostate cancer. 81,000 compounds, 4.2% hits
UO-31: UO-31 renal cancer; 81,000 compounds, 5.2% hits; AID 1794768
SF-539: SF-539 CNS cancer. 81,000 compounds, 6.8% hits. AID 1794752
SF-295: SF-295 CNS cancer cells; 79,000 compounds, 5.6% hits; AID 1794758
U251: U251 CNS tumor cells; AID 1794753; 80,000 compounds, 5.4% hits
786-0: 786-0 renal cancer cells; 81,000 compounds, 5.1% hits; AID 1794775
SF-268: SF-268 CNS cancer cells; AID 1794759; 82,000 compounds, 3.1% hits
* hit, by the source's call; / = not tested or not shown; & = joins results of further samples. Rule for the calls: active = growth percent below 10; inactive = the rest. These rows are one share of the data (hit frequency here may not be typical).

SMILES | SN12C | PC-3 | DU-145 | UO-31 | SF-539 | SF-295 | U251 | 786-0 | SF-268
CN(C)CCC[C@@]1(c2ccc(F)cc2)OCc2cc(C#N)ccc21 | 102 | 90 | 110 | 78 | 107 | 98 | 96 | 108 | 100
C#CC(=O)N(c1ccc(OC)cc1OC)C(C(=O)NCC(=O)OCC)c1cccs1 (stereo unspecified) | 45 | -13* | 33 | -80* | -86* | -68* | 5.2* | -75* | -23*
CC(/C=C/c1ccc(Cl)cc1)=N\OCC(N)=O | 74 | 77 | 102 | 74 | 85 | 90 | 70 | 77 | 100
CN1CCN(c2cc3c(cc2F)c(=O)c(C(=O)O)cn3-c2ccc(F)cc2)CC1 | 97 | 90 | 118 | 69 | 100 | 100 | 106 | 98 | 93
CC(/C=C/c1ccccc1)=N\OC(C)C(=O)NC(C)C (stereo unspecified) | 105 | 96 | 106 | 93 | 105 | 92 | 102 | 98 | 106
O=C1NC(=O)C(c2cnc3ccccn23)=C1c1cn2c3c(cc(F)cc13)CN(C(=O)N1CCCCC1)CC2 | 63 | 42 | 69 | 29 | 54 | 36 | 36 | 31 | 65
CN1C(=O)CC(C)(c2ccccc2)C1=O (stereo unspecified) | 101 | 98 | 116 | 86 | 110 | 109 | 101 | 99 | 104
Cc1ccc(COc2ccc(NC(=O)c3ccc4nc(NS(=O)(=O)c5ccc6ccccc6c5)sc4c3)cc2)cc1 | 78 | 73 | 88 | 62 | 98 | 89 | 80 | 88 | 85
COC(=O)Nc1nc2ccc(S(=O)c3ccccc3)cc2[nH]1 (stereo unspecified) | 82 | 67 | 96 | 65 | 74 | 58 | 60 | 80 | 85
COC(=O)Nc1nc2ccc(C(=O)C3CC3)cc2[nH]1 | 20 | 15 | 1.8* | 6.3* | -27* | -39* | 13 | 29 | 30
COc1ccc(F)c(F)c1C(=O)c1cnc(NC2CCN(S(C)(=O)=O)CC2)nc1N | 14 | 0.2* | 10 | -3.9* | -34* | 8.7* | 0.7* | 14 | 6.4*
CCCN(CCC)C(=O)C(CCC(=O)O)NC(=O)c1ccccc1 (stereo unspecified) | 104 | 100 | 112 | 86 | 108 | 106 | 101 | 99 | 111
COc1cc(N2CCC(N(C)C)CC2)ccc1Nc1ncc(Cl)c(Nc2ccccc2P(C)(C)=O)n1 | 1.6* | 26 | 0.6* | -81* | -49* | 28 | 5.2* | -21* | -27*
O=C(Nc1ccc(OCc2ccc(C(F)(F)F)cc2)cc1)c1ccc2nc(NS(=O)(=O)c3ccc4ccccc4c3)sc2c1 | 85 | 75 | 96 | 59 | 100 | 86 | 81 | 96 | 90
COc1cc(C(=O)NCCCCCC(=O)O)cc(OC)c1OC | 102 | 104 | 116 | 83 | 102 | 103 | 100 | 102 | 110
Cc1ccc([C@@H]2C[C@@H]3Cc4ccc5ccccc5c4N2O3)o1 | 105 | / | 109 | 68 | 85 | 105 | 96 | 96 | 108
O=C(Nc1cccc(Br)c1)Nc1ccc2nc(NS(=O)(=O)c3ccc4ccccc4c3)sc2c1 | 94 | / | 109 | 82 | 100 | 97 | 95 | 108 | 96
Cn1cc(C(=O)c2nc(-c3cn(C)c4ccccc34)no2)c2ccccc21 | 105 | 103 | 109 | 81 | 112 | 117 | 104 | 105 | 91
COc1ccc2c(c1)c(-c1nnc(N)nc1-c1cn(C)c3ccc(F)cc13)cn2C | 98 | 89 | 99 | 53 | 96 | 98 | 95 | 75 | 91
Cn1cnc2c(F)c(Nc3ccc(Br)cc3F)c(C(=O)NOCCO)cc21 | 56 | 93 | 64 | 49 | 63 | 76 | 52 | 67 | 71

Entries of single compounds as entered above. Screens in order: SN12C	PC-3	DU-145	UO-31	SF-539	SF-295	U251	786-0	SF-268
Results for O=C1NC(=O)C(c2cnc3ccccn23)=C1c1cn2c3c(cc(F)cc13)CN(C(=O)N1CCCCC1)CC2 → 63	42	69	29	54	36	36	31	65
Results for COC(=O)Nc1nc2ccc(S(=O)c3ccccc3)cc2[nH]1 (stereo unspecified) → 82	67	96	65	74	58	60	80	85

Continuation:
SMILES | SN12C | PC-3 | DU-145 | UO-31 | SF-539 | SF-295 | U251 | 786-0 | SF-268
O=c1[nH]ccc2cc(OC3CCNCC3)ccc12 | 101 | 78 | 96 | 37 | 78 | 91 | 89 | 79 | 79
Nc1cc(=O)[nH]c(N)n1 | 102 | 95 | 115 | 89 | 93 | 111 | 103 | 99 | 99
CCCCCCCCCCCCCCC/C=C\C(=O)O | 103 | 100 | 111 | 97 | 97 | 99 | 94 | 99 | 105
[2H]c1nc(Nc2ncc3cc(C(=O)N(C)C)n(C4CCCC4)c3n2)c([2H])c([2H])c1N1C([2H])([2H])C([2H])([2H])NC([2H])([2H])C1([2H])[2H] | 68 | 55 | 88 | 53 | 71 | 72 | 56 | 53 | 75
Cc1nc(Nc2n[nH]c3c2CN(C(=O)N[C@H](CN(C)C)c2ccccc2)C3(C)C)c2sccc2n1 | -6.2* | -10* | 6.1* | -11* | -55* | -3.9* | -23* | -15* | -18*
O=C(Nc1ccc([N+](=O)[O-])cc1)Nc1ccc([N+](=O)[O-])cc1 | 95 | 80 | 103 | 85 | 106 | 98 | 97 | 103 | 97
Cc1cc(O)c2c(c1)C(=O)c1cccc(O)c1C2=O | 87 | 20 | 99 | 88 | 89 | 79 | 87 | 91 | 97
O=C(O)/C=C\c1ccc(O)cc1 | 109 | 116 | 105 | 86 | 106 | 136 | 107 | 97 | 96
C[C@H]1c2cccc(O)c2C(O)=C2C(=O)[C@]3(O)C(O)=C(C(N)=O)C(=O)[C@@H](N(C)C)[C@@H]3[C@@H](O)[C@@H]21 | 54 | 42 | 48 | 33 | 26 | 19 | 33 | 51 | 28
NC(=O)NC(=O)Cc1ccccc1 | 101 | 99 | 109 | / | / | 105 | 104 | 97 | 108
CCN(CC)S(=O)(=O)c1ccc(C(=O)O)cc1 | 99 | 90 | 114 | 87 | 100 | 107 | 90 | 100 | 101
CCCCOC(=O)c1ccc(N)cc1 | 94&91 | 96&85 | 118&102 | 64&64 | 89&109 | 92&90 | 88&90 | 88&88 | 79&94
CS(=O)(=O)N1CCc2c(-c3cnc(N)nc3)nc(N3CCOCC3)nc21 | 8.6* | 10 | 14 | -22* | -45* | -35* | 12 | -14* | 15
Cc1oncc1C(=O)Nc1ccc(C(F)(F)F)cc1 | 95 | 87 | 102 | 72 | 90 | 86 | 79 | 95 | 91
c1ccc(CNCCNCc2ccccc2)cc1 | 105 | 92 | 114 | 79 | 101 | 91 | 96 | 107 | 120
Nc1ccc(S(=O)(=O)NCc2ccccc2)cc1 | 104 | 93 | 108 | 75 | 102 | 98 | 95 | 110 | 101
OCC(O)CN1CCN(c2ccccc2)CC1 (stereo unspecified) | 103 | 97 | 115 | 89 | 111 | 112 | 99 | 102 | 108
COc1ccc(C2CC(c3ccc(N(C)C)cc3)=NN2c2ccc(S(=O)(=O)NC(=O)NCc3ccccc3)cc2)cc1 (stereo unspecified) | 102 | 78 | / | 87 | 104 | 78 | 85 | 124 | 99
Cc1cc(-c2cc(O)ccc2Cl)cc2nnc(Nc3ccc(OCCN4CCCC4)cc3)nc12 | -79* | -81* | -89* | -87* | -87* | -76* | -75* | -61* | -70*
C#C[C@]1(OC(C)=O)CCC2C3CCC4=C/C(=N/O)CCC4C3CC[C@@]21CC (stereo partly specified) | 94 | 91 | 101 | 93 | 103 | 93 | 90 | 105 | 88

By substructure, those above containing a halogen (twelve)
SMILES | SN12C | PC-3 | DU-145 | UO-31 | SF-539 | SF-295 | U251 | 786-0 | SF-268
CN(C)CCC[C@@]1(c2ccc(F)cc2)OCc2cc(C#N)ccc21 | 102 | 90 | 110 | 78 | 107 | 98 | 96 | 108 | 100
CC(/C=C/c1ccc(Cl)cc1)=N\OCC(N)=O | 74 | 77 | 102 | 74 | 85 | 90 | 70 | 77 | 100
CN1CCN(c2cc3c(cc2F)c(=O)c(C(=O)O)cn3-c2ccc(F)cc2)CC1 | 97 | 90 | 118 | 69 | 100 | 100 | 106 | 98 | 93
O=C1NC(=O)C(c2cnc3ccccn23)=C1c1cn2c3c(cc(F)cc13)CN(C(=O)N1CCCCC1)CC2 | 63 | 42 | 69 | 29 | 54 | 36 | 36 | 31 | 65
COc1ccc(F)c(F)c1C(=O)c1cnc(NC2CCN(S(C)(=O)=O)CC2)nc1N | 14 | 0.2* | 10 | -3.9* | -34* | 8.7* | 0.7* | 14 | 6.4*
COc1cc(N2CCC(N(C)C)CC2)ccc1Nc1ncc(Cl)c(Nc2ccccc2P(C)(C)=O)n1 | 1.6* | 26 | 0.6* | -81* | -49* | 28 | 5.2* | -21* | -27*
O=C(Nc1ccc(OCc2ccc(C(F)(F)F)cc2)cc1)c1ccc2nc(NS(=O)(=O)c3ccc4ccccc4c3)sc2c1 | 85 | 75 | 96 | 59 | 100 | 86 | 81 | 96 | 90
O=C(Nc1cccc(Br)c1)Nc1ccc2nc(NS(=O)(=O)c3ccc4ccccc4c3)sc2c1 | 94 | / | 109 | 82 | 100 | 97 | 95 | 108 | 96
COc1ccc2c(c1)c(-c1nnc(N)nc1-c1cn(C)c3ccc(F)cc13)cn2C | 98 | 89 | 99 | 53 | 96 | 98 | 95 | 75 | 91
Cn1cnc2c(F)c(Nc3ccc(Br)cc3F)c(C(=O)NOCCO)cc21 | 56 | 93 | 64 | 49 | 63 | 76 | 52 | 67 | 71
Cc1oncc1C(=O)Nc1ccc(C(F)(F)F)cc1 | 95 | 87 | 102 | 72 | 90 | 86 | 79 | 95 | 91
Cc1cc(-c2cc(O)ccc2Cl)cc2nnc(Nc3ccc(OCCN4CCCC4)cc3)nc12 | -79* | -81* | -89* | -87* | -87* | -76* | -75* | -61* | -70*
